High-throughput results from PubChem BioAssay.
Platelet DG rel = modulates dense granule release in human platelets | hit rate 0.22% among 300,000 | inhibition, %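 (compounds screened at 7.5 µM in platelet-rich plasma)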 | human platelet-rich plasma, SFLLRN dense granule ATP release, luminescence | AID 1663;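 active = mean replicate score, as percent of positive control, at or above 50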
HSF1 inh = HSF1 inhibition. activity change, negative = inhibition, % at 7.5 µM (by protocol). NIH3T3-HGL HSE-luciferase, MG132-induced, luminescence 8 h; active compounds read low. hit rate 0.77% among 300,000. AID 2098;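 active = more than half of replicate wells show activity change below -50%, luminescence cut by over half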;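 note: luciferase reports HSF-1 transcriptional activity via heat shock element; 0% = median of DMSO wells and -100% = zero luminescence signal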
SKKanGAS inh = blocks kanamycin growth of S. pyogenes SKKanGAS strain; BacTiter-Glo, 6 h; inhibition, % at 7.5 µM; AID 1662; hit rate 1.3% among 300,000;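 active = mean replicate score, as percent of positive control median, at least 50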;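 note: strain carries kanamycin resistance gene driven by streptokinase promoter and grows in 40 µg/ml kanamycin; loss of luminescence reflects streptokinase promoter inhibition or plain growth inhibition; 0% = median of DMSO wells and 100% = positive control at its reference dose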
HIF act = HIF pathway transcriptional activation; hit rate 0.32% among 300,000; U2OS HRE-luciferase reporter, luminescence; normalized: DMSO 0%, desferrioxamine 100%; activation, % at 7.5 µM (by protocol);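 active = mean activation of at least 10% of the iron chelator positive control signal, with at least half of replicates also reaching 10%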
aSyn UTR inh = 5' untranslated region of α-synuclein, MLPCN primary screen. alpha-synuclein 5'UTR reporter, inhibitor activity. inhibition, % (tested at 7.5 µM). hit rate 0.82% among 300,000; in the data active = inhibition above about 60%;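 note: H4 neuroglioblastoma cells stably carrying SNCA 5'UTR luciferase fusion; 0% = DMSO wells and 100% = positive control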
HSP90 inh = blocks HSP90-mediated luciferase refolding in reticulocyte lysate; Rabbit reticulocyte lysate, luciferase refolding luminescence, 3 h; inhibition, % at 5.6 µM; hit rate 0.91% among 290,000;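 active = inhibition above the screen-wide mean plus 3 SD, computed separately per campaign, cut at about 16% in these data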;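 note: 0% = DMSO wells and 100% = 60 µM geldanamycin wells; inhibitors lower the luminescence because luciferase stays unfolded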
KLF5 inh = suppresses KLF5 promoter-driven expression; DLD-1 KLF5 promoter-luciferase reporter, luminescence; inhibition, % at 5 µM; hit rate 0.23% among 290,000;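 active = inhibition above a per-plate limit of that plate's mean compound inhibition plus 3 SD, cut at about 60% in these data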;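 note: 0% = DMSO wells and 100% = LY294002 at 200 µM; higher means less KLF5 promoter-driven luciferase light; inactives centre near -14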
IEC-6 cytotox = IEC-6 cytotoxicity, counter-screen for KLF5 inhibitors | luminescence viability | inhibition, % at 5 µM | hit rate 0.78% among 290,000; in the data active = inhibition above about 22%;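 note: 0% = plate median of test compound wells and 100% = cytotoxic reference compound wells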
HSF-1 act = increases HSF-1 driven luciferase reporter signal | AID 504408 | activation, % at 9 µM | hit rate 1.7% among 300,000 | NIH3T3-HGL HSF-1 luciferase reporter, MG132, 8 h; 100% = twice DMSO control signal;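 active = mean replicate activation of at least 50% with a set share of replicates each reaching 50%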;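 note: 0% = median of the neutral control wells and 100% = twice that signal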
AI-2 QS mod = modulates the Vibrio harveyi AI-2 quorum sensing system; Vibrio harveyi JMH597 AI-2 luminescence/OD600 ratio, 9 h; active compounds read low; strain lacks LuxN and CqsS sensors; 0 = neutral-control median; activity change, % at 7.5 µM; hit rate 0.4% among 300,000; AID 2094; in the data active = activity change below about -75%, passing the limit was not always enough;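 note: luminescence divided by OD600 gain over 9 h not by final OD600 alone; inactives centre near 13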
An asterisk follows results filed as active; . = not tested or not shown; & = joins results of further samples.

Every second line gives: Platelet DG rel, HSF1 inh, SKKanGAS inh, HIF act, aSyn UTR inh, HSP90 inh, KLF5 inh, IEC-6 cytotox, HSF-1 act, AI-2 QS mod
1: COc1ccc(Cl)cc1NC(=O)NC(C)C(C)(C)C (centres undefined)
  5, -6, -3, 0.2, -8, -1, -22, 2, 11, -6
2: COc1cccc(CCN2CCC(CNS(=O)(=O)c3cc(-c4cc(C)no4)ccc3OC)CC2)c1
  8, 4, -2, -0.3, -15, -8, -45, 0, -5, -6
3: C=CCC1NS(=O)(=O)OC2CCCCC12 (centres undefined)
  -3, -4, -2, -0.1, 9, 0, -27, -1, 4, 4
4: CCOc1ccc(/C=N/n2cnnc2)cc1
  0, -7, -16, -0.1, 6, -4, -29, -4, 11, -5
5: Cc1ccc2[nH]c(CNC(=O)c3ccc(F)cc3)cc2c1
  -5, 9, -6, 1.8, -29, -2, -48, 1, 34, 13
6: O=S(=O)(N=S(N1CCCCC1)N1CCCCC1)c1ccccc1
  -1, ., ., -0.7, -8, 1, -14, 2, ., 43
7: COc1ccc(-c2c(C)oc3c(CN4CCN(CCO)CC4)c(O)ccc3c2=O)cc1OC
  -4, 2, -10, -0.4, 7, -1, -13, -7, 6, 5
8: Cn1c(=O)c(Sc2ccc(Cl)cc2)c(O)c2ccccc21
  8, 4, 11, -0.5, -8, 1, 5, -3, 11, 70
9: O=C(N=c1nc2ccccn2s1)c1ccccc1
  47, -3, 15, 1.2, -180, ., ., ., -1, 4
10: O=C(Cn1cnc2cc(Cl)ccc2c1=O)Nc1ccc2c(c1)OCO2
  -42, 10, 7, 0.0, 8, -4, -20, -1, 22, -47
11: NC(=O)CCN1CCCCC1
  3, -3, -6, -61, -43, 3, -13, 2, 0, 20
12: CCCCNc1cnn(-c2ccccc2)c(=O)c1Cl
  -2, -1, -16, 3.9, -74, 1, -20, 7, 31, 13
13: CCOC(=O)NC(=S)Nc1c(C)n(C)n(-c2ccccc2)c1=O
  0, 2, 4, 0.1, 15, 0, -5, 3, -4, 7
14: COc1ccccc1C(=O)N1CCN(Cc2nc(CC3CC3)no2)CC1
  3, -7, -11, -0.2, -11, 0, -25, 2, 8, -6
15: CCOc1ccc(OCC)c(NC(=O)c2ccc(CNc3c(N4CCOCC4)c(=O)c3=O)cc2)c1
  -21, -5, 5, -0.4, 27, 4, 2, -5, 13, 22
16: CC(C)c1ccc(C2CC(=O)N3CN(C)CSC3=C2C#N)cc1 (centres undefined)
  23, 8, -3, 0.1, -1, -1, -18, -6, -15, 18
17: c1ccc(CSc2nncn2-c2ccccn2)cc1
  1, -6, -1, 0.3, 8, -2, -20, 3, -3, 33
18: FC(F)(F)c1cnc(Oc2ccccc2-c2nnc(-c3ccc(Cl)cc3)o2)c(Cl)c1
  44, 4, 16, 0.0, -1, -1, -15, -4, -9, -2
19: CCOc1ccc(N(CC(=O)OC)S(=O)(=O)c2c(C)noc2C)cc1
  6, -2, 4, -0.2, 12, 0, -12, -5, 7, 23
20: CCN1C(=O)C2(C(C(=O)c3ccc(C)o3)=C(O)C(=O)N2CCCN(C)C)c2ccccc21 (centres undefined)
  21, 8, 7, 0.2, -13, -1, -23, 0, 21, 11
21: Brc1ccc(C2=CC(c3cccs3)n3ncnc3N2)cc1 (centres undefined)
  4, -4, 5, -0.6, -107, -4, 4, 6, -9, 9
22: O=C(NCc1cccc(Cl)c1)c1ccc2nc[nH]c2c1
  -3, 2, 10, 0.2, 6, 0, -23, 6, 14, 22
23: O=C(CSc1nc(-c2ccccc2)nc2ccc(F)cc12)Nc1ccc(C(=O)O)cc1
  ., ., ., ., ., -4, -12, -2, ., 28
24: Cc1c(NC(=O)C2CC=CCC2C(=O)O)c(=O)n(-c2ccccc2)n1C (centres undefined)
  26, -2, 7, -0.2, 12, 3, 8, 1, 0, -3
25: Cc1cccc(Nc2ccc([N+](=O)[O-])cn2)c1
  0, 7, -5, -33, -87, 1, -114, 3, 5, 16
26: CC1(C)CC(=O)C=C(Nc2cccc(C(F)(F)F)c2)C1
  -1, 7, 5, 0.2, 13, ., ., ., -5, 22
27: CN(C)CCCNS(=O)(=O)c1ccc(Cl)s1
  10, -7, 0, 0.1, 18, 2, -4, 3, -16, 9
28: COC(=O)c1cc(-c2c[nH]c3ccccc23)n[nH]1
  -3, 3, -3, 0.6, -33, 3, -10, 3, 1, 9
29: O=C(NCCc1ccccc1)c1oc2ccccc2c1COc1ccccc1
  4, 12, 19, 0.2, -23, 1, -23, -2, 22, 3
30: CCOC(=O)c1ccc(NC(=S)NC(=O)c2nn(CC)cc2Br)cc1
  -5, -3, 8, -3.6, -66, 1, -9, -5, 1, 14
31: Cc1c(C(=O)Nc2ccccc2)sc2nc3n(c(=O)c12)CCCCC3
  4, 6, 6, 3.5, -136, 1, -39, 12, 26, 15
32: O=C(Nc1cccc(Cl)c1)C1CCCN(S(=O)(=O)c2ccc(F)cc2)C1 (centres undefined)
  7, 44, 3, 0.3, -14, -2, -31, -4, 89*, -4
33: CC1=C(C(=O)OC(C)C)[C@@H](c2ccc(C)o2)NC(=O)N1
  -9, 3, -13, -0.2, 24, 1, 12, 5, -1, 6
34: Cc1cc(OCC(=O)Nc2ccncc2)cc(C)c1Br
  0, 0, -2, -4.4, -11, 3, -3, 4, 3, -23
35: CCOc1ccc(-n2cc(C(=O)NCCOC)c3cc(OC)c(OC)cc3c2=O)cc1
  8, -6, 4, 0.1, -10, 1, -24, -4, -8, 15
36: Cc1cccc(C(=O)NNS(=O)(=O)c2ccc(F)cc2)c1O
  1, 9, -2, 0.8, 3, 0, -43, 0, 33, -3
37: Cc1cccc(NC(=O)CN2C(=O)N/C(=C\c3cccn3-c3cccc(C(=O)O)c3)C2=O)c1
  1, 1, 1, -0.9, -4, 3, -9, 0, -6, 18
38: Cc1cc(-c2ccc(C)c(S(=O)(=O)NCC3CCN(Cc4ccccc4F)CC3)c2)on1
  -7, 10, -10, -0.8, -10, -5, -11, 0, 3, 4
39: O=C(NCCc1ccccc1)c1noc2c1CCc1ccccc1-2
  -4, 24, -1, 1.4, -5, 2, 0, 3, 52*, 14
40: Cc1ccc2c(c1)N(CCC(=O)NCCCOC(C)C)C(=O)C(C)O2 (centres undefined)
  -4, -1, 1, -0.5, -6, -2, -51, -3, 32, 16
41: CCOc1ccccc1NC(=S)NCC1CCCO1 (centres undefined)
  -3, -2, -2, -0.5, 1, 5, -21, 5, -4, 20
42: CCOc1cc(/C=N/n2cnnc2)cc(Br)c1O
  -4, -5, -1, -0.2, -21, -1, -8, 1, 3, 27
43: COC(=O)[C@@H]1C[C@@]2(O)[C@H](O)[C@H](O)[C@H](O)C[C@H]2N1Cc1ccccc1OS(=O)(=O)c1ccc(C)cc1
  -1, -6, -1, -0.3, 13, ., ., ., -17, -5
44: CCOc1ccc2c(c1)S/C(=C\c1cccs1)C(=O)N2
  1, -1, 1, 2.0, -134, 8, -32, 0, -4, 21
45: COc1ccc2ccc(=O)oc2c1CC=C(C)C
  -1, -1, -2, -0.1, 25, 3, -24, -4, 1, -3
46: CC(=O)Nc1ccc(Nc2cc(N(C)C)c3nonc3c2[N+](=O)[O-])cc1
  5, 2, 0, -33, 9, -1, -13, -7, -11, 51
47: O=C(Nc1ccccc1)n1ccc(-c2ccc(-n3ccnc3)cc2)n1
  -4, 2, -9, 0.3, -51, -6, -51, -1, 18, 15
48: CCOc1ccc(CN2CCN(Cc3cn(CC)nc3C)CC2CCO)cc1 (centres undefined)
  -1, 0, 6, 0.4, -3, 0, -46, 0, -6, 13
49: Cc1cc(C)cc(N(C(=O)Cc2cccs2)C(C(=O)NC2CCCCC2)c2ccccn2)c1 (centres undefined)
  -10, 0, -10, -0.9, 26, -3, -13, -2, 26, 8
50: CCN1C(=O)/C(=C2/Sc3ccccc3N2CCCS(=O)(=O)O)SC1=S
  -1&0, -2&-6, -8&-2, -0.3&-0.2, 19&-8, 1&-1, 6&2, -1&0, -2&4, 14&6
51: CCOc1ccc(C2C3=C(CCCC3=O)Nc3nc(C(F)(F)F)nn32)cc1OC (centres undefined)
  -2, -9, -3, 0.0, 4, 1, -10, 3, 1, 0
52: N#CC1=C(N)Oc2cc(O)ccc2C1c1ccccc1 (centres undefined)
  4, 1, -1, 0.6, 31, 0, -32, 7, 13, 0
53: Cc1c(NC(=O)c2ccco2)c(=O)n(-c2ccccc2)n1C
  -3, -3, ., 0.0, 8, -2, -37, 1, -9, 8
54: NNC(=O)c1sccc1OCc1ccc(Cl)cc1
  0, 35, 47, 0.7, 1, 4, 5, 6, 34, 22
55: O=C(NCc1nnc(SCC(=O)N2CCC(Cc3ccccc3)CC2)o1)c1ccco1
  3, 0, 4, 0.6, -2, 1, -11, 3, 4, 13
56: CC(=O)c1ccc(NC(=O)CCCCCn2nnc3ccccc3c2=O)cc1
  -3, -3, 3, 1.0, 2, 3, -23, -2, 15, 10
57: CC(=O)Nc1ccc(N=NN2CCOCC2)cc1
  2, -5, 0, 0.5, -19, 4, 15, 4, -2, -88*
58: CC(C)CNC(=O)NC(=O)COc1ncnc2sccc12
  -7, -5, -14, 1.0, 15, -1, -26, -2, 29, -57
59: CCn1c(O)c(/C=C2\C=NN=C2c2ccccc2)sc1=S
  21, -1, -9, 0.3, 67*, 1, -20, 2, -3, 19
60: Cc1ccc(CC2CC(=O)N(c3nc(C)cc(C)n3)C2=O)cc1 (centres undefined)
  -11, -13, 9, -0.2, -4, -3, -36, 0, -23, 3

Carrying on.
Every second line gives: Platelet DG rel, HSF1 inh, SKKanGAS inh, HIF act, aSyn UTR inh, HSP90 inh, KLF5 inh, IEC-6 cytotox, HSF-1 act, AI-2 QS mod
61: CCCC/C(O)=C/c1nc2ccccc2[nH]c1=O
  11, -3, -1, 0.8, -26, 1, -42, 4, -16, 17
62: Cc1cc(C)cc(NC(=O)C(OC(=O)c2sccc2C)c2ccccc2)c1 (centres undefined)
  -11, -7, -5, -0.8, -5, 3, -12, -5, 8, 10
63: C=CCN(C(=O)c1ccc2snnc2c1)c1ccccc1
  -5, -4, -1, -0.7, -4, -2, 0, 7, -9, 35
64: N#C/C(=C\c1ccc(N2CCOCC2)o1)C(=O)N1CCOCC1
  11, -7, 0, 0.1, -8, 1, -28, 1, -13, 7
